AID2073 = disruptors of CaV2.2 binding to Mint1 – biochemical, HTRF (AID 2073); HTRF protein-protein interaction, Mint1-CaV2.2; higher % means a stronger effect; one-dose inhibition, % at 20 µM; IC50 in µM for titrated hits; hit rate 0.19% among 290,000; in the data active means inhibition mostly above about 51%, no sharp cut-off; further: some results filed as inactive read as strong as hits
NTR1 ag = NTR1-driven beta-arrestin-GFP spot formation – imaging, U2OS cells, high content, primary screen (AID 493036); P30989; agonist mode; activation, % at 20 µM; hit rate 0.17% among 330,000;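 active means activation at or above 40% of the spot to cytoplasm intensity ratio, with at least 20 cells analyzed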;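 further: 0% = DMSO without peptide and 100% = 100 nM NTR1 peptide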
Target sequence (P30989 whole entry, looked up): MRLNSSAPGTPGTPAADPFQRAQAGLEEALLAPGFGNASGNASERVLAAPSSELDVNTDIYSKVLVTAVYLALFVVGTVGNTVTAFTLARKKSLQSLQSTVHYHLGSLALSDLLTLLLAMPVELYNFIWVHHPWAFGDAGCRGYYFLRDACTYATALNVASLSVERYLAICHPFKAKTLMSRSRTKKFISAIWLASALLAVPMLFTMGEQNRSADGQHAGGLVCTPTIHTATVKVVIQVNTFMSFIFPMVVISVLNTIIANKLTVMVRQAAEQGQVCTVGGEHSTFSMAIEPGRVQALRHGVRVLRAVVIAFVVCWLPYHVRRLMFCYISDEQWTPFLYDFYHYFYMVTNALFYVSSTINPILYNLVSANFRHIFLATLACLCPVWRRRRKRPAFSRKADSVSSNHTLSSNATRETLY
MgcRacGAP inhibition = MgcRacGAP GTPase-activating activity inhibitors, confirmation, biochemical, ADP Hunter fluorescence; one-dose inhibition, % at 30 µM; IC50 in µM for titrated hits; AID 624330; MgcRacGAP-stimulated Rac1 GTP hydrolysis, ADP Hunter fluorescence; higher % means a stronger effect; GST-tagged Rac1 F28L mutant substrate; hit rate 0.6% among 340,000;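 active means first-screen hits whose inhibition reached a set limit at any dose in the follow-up dose series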;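 further: fluorescence reports GDP produced by GAP-driven GTP hydrolysis; strong numbers were not always called active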
Dengue-2 NS5 capping = flavivirus cap methylation enzyme inhibition – biochemical, confirmation dose response, primary screen (AID 588689) | one-dose inhibition, % at 25 µM; IC50 in µM for titrated hits | Dengue-2 NS5 methyltransferase capping enzyme assay, biochemical; higher % means a stronger effect | hit rate 0.3% among 340,000; in the data active means a potency from the dose series
GPR35 arrestin U2OS = inhibition of zaprinast-stimulated GPR35 beta-arrestin translocation – imaging, U2OS, beta-arrestin-GFP, zaprinast agonist, primary screen (AID 2058). inhibition, % at 10 µM; hits with a dose series show IC50 in µM. U2OS GPR35 beta-arrestin-GFP translocation imaging, zaprinast antagonism; higher % means a stronger effect. hit rate 0.052% among 290,000;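 active means inhibition of at least 50% with at least 30 cells and total cytoplasm GFP at most 10,000,000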
GPR55 beta-arrestin = GPR55 agonists via beta-arrestin recruitment, primary screen, imaging, U2OS cells, beta-arrestin-GFP redistribution (AID 1961) | U2OS GPR55 beta-arrestin-GFP redistribution imaging; higher % means a stronger effect | activation, % at 10 µM; hits with a dose series show EC50 in µM | hit rate 0.048% among 290,000;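 active means activation above 40% with more than 50 cells counted in the well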;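 further: U2OS osteosarcoma cells stably expressing GPR55 and beta-arrestin-GFP; plate controls were DMSO negative control for no effect and LPI positive control for full effect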
SV40 large T antigen = TAg ATPase/helicase activity blockers – biochemical (AID 1903). one-dose inhibition, % at 20 µM; IC50 in µM for titrated hits. hit rate 0.39% among 310,000. SV40 large T antigen ATPase/helicase inhibition assay; higher % means a stronger effect; in the data active means a potency from the dose series; further: strong numbers were not always called active
Yfh1-depleted yeast = mitochondrial function rescue without frataxin homolog – Friedreich's ataxia, plus single-dose screen, dose response (AID 1465); S. cerevisiae Yfh1-off respiration, WST-1 reduction, 72 h; higher fold induction means a stronger effect; fold induction at 50 µM, or EC50 in µM where a hit was titrated; hit rate 0.074% among 220,000;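 active means fold induction of absorbance versus untreated yeast above a set limit, then at least 30% activation at any dose in follow-up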;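 further: activators that raise dye reduction in frataxin-depleted yeast; strong numbers were not always called active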
GPR55 LPI antagonism = inhibition of LPI-stimulated GPR55 beta-arrestin translocation – imaging, U2OS, beta-arrestin-GFP, LPI agonist, primary screen (AID 2013) | inhibition, % at 10 µM, or IC50 in µM where a hit was titrated | hit rate 0.13% among 290,000 | U2OS GPR55 beta-arrestin-GFP translocation imaging, LPI antagonism; higher % means a stronger effect;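 active means spots per cell inhibited over 60%, with over 100 cells counted and total cytoplasm intensity under 500,000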;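 further: U2OS cells stably carrying GPR55 and arrestin-GFP stimulated by 5 µM LPI near EC80; imaged beta-arrestin-GFP aggregate spots per cell after agonist stimulation; plate controls were LPI-stimulated DMSO wells for no effect and DMSO wells without LPI for full effect; some results filed as inactive read as strong as hits; confirmed hits need IC50 under 10 µM and bright autofluorescent wells are also inconclusive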
NTR1 ag cell count 20 µM = recorded beside NTR1 ag, whose call it bears; cell count; measured here: cell count, cytotoxicity flag
* = called active by the depositor; i = inactive; . = no result given. Rows were taken by chance. About 1.7% of those tested had a hit in this group.

SMILES	AID2073	NTR1 ag	NTR1 ag cell count 20 µM	MgcRacGAP inhibition	Dengue-2 NS5 capping	GPR35 arrestin U2OS	GPR55 beta-arrestin	SV40 large T antigen	Yfh1-depleted yeast	GPR55 LPI antagonism
CCCCNC(=O)Nc1nnc(SCC(=O)OCC)s1	6.3%	-1.4	76	0.1%	-9.8%	-0.9%	0.1%	4.2%	i	17.0%
COc1ccc(CN2CCNC(=O)C2CC(=O)N2CCCN(C(C)=O)CC2)c(OC)c1 (stereo not drawn)	9.0%	-1.4	57	5.2%	0.0%	-9.0%	-0.1%	15.6%	.	5.3%
O=C(O)COc1ccccc1/C=N/NC(=O)CN1CCN(Cc2ccccc2Cl)CC1	6.8%	-0.2	65	12.9%	-2.4%	-8.8%	-0.1%	2.3%	i	1.3%
CCOC(=O)c1c(C)nc2ncccn12	14.2%	-0.4	38	12.0%	-0.6%	0.7%	0.4%	10.0%	i	4.8%
CC(=O)OC1C(N2CCCCC2)c2c(ccc(/C=C/C(=O)N3CCCCC3)c2O)OC1(C)C (stereo not drawn)	23.0%	0.4	67	5.2%	5.3%	15.8%	0.1%	1.0%	i	-3.7%
CC1CCc2nn(CC(=O)N3CCCCCC3)cc2C1 (stereo not drawn)	6.3%	-0.3	47	3.2%	0.0%	10.3%	-0.3%	5.2%	i	-6.3%
CCN(CC)CCCNc1ncnc2ccccc12	11.5%	-1.5	68	8.4%	-4.4%	-0.6%	-0.2%	9.8%	i	-7.3%
Cn1c(SCc2nnc(-c3ccc(F)cc3)o2)nnc1C1COc2ccccc2O1 (stereo not drawn)	-5.8%	2.1	86	-1.1%	2.4%	6.9%	0.3%	9.7%	i	1.3%
O=C(O)/C=C/C(=O)NCc1ccccn1	1.2%	0.7	39	-7.6%	-6.2%	-4.8%	-1.0%	23.6%	i	11.8%
CCOc1ccccc1-n1nnnc1SCC(=O)O	4.2%	-0.4	76	3.0%	5.3%	-6.6%	-0.1%	22.8%	i	9.0%
O=C(Cn1c(=O)oc2ccccc21)Nc1ccc(S(=O)(=O)N2CCCCC2)cc1	-5.5%	3.0	70	3.7%	-8.0%	-5.7%	0.2%	1.4%	i	-3.5%
O=C(Nc1ccc(F)c(Cl)c1)C1CC(=O)N(Cc2ccccc2)C1 (stereo not drawn)	4.9%	-0.2	59	6.5%	-3.9%	-6.8%	-0.1%	14.3%	.	7.8%
Cc1onc(-c2ccccc2)c1C(=O)Oc1ccccc1	6.1%	-0.3	50	.	.	-16.1%	0.0%	3.9%	i	85.2%
C#CCn1c(O)c(N=NC(=O)C(O)c2ccccc2)c2ccccc21 (stereo not drawn)	-0.7%	0.8	71	-2.0%	-5.6%	0.9%	-0.3%	4.2%	i	2.7%
NC(=O)c1ccc(-n2nnnc2SCC(=O)Nc2ccccc2)cc1	8.2%	2.4	41	2.8%	-8.7%	12.7%	-0.1%	12.1%	.	3.7%
O=C(Nc1ccccc1-c1ccccc1)NC1CCN(CC(=O)N2CCOCC2)CC1	1.5%	0.0	91	7.8%	-9.7%	1.9%	-0.1%	2.9%	i	15.9%
Fc1ccc(CSc2nnc(CN3CCOCC3)n2-c2ccccc2)c(Cl)c1	-6.3%	0.4	31	11.6%	-4.3%	-11.9%	0.0%	18.1%	i	11.9%
CCN(CC)S(=O)(=O)c1cc(NS(=O)(=O)c2cc(Cl)ccc2Cl)ccc1C	4.8%	3.3	49	-5.1%	-9.8%	-10.5%	0.5%	-3.6%	i	5.3%
COC(=O)c1c(NC(=O)c2ccccc2)sc2c1CC(C)(C)NC2(C)C	-3.5%	-1.3	95	1.5%	-0.7%	-5.5%	0.7%	9.3%	.	-9.8%
O=C(O)COc1ccc(Br)cc1/C=N/O	17.9%	-0.6	45	3.5%	-2.7%	0.9%	0.1%	15.8%	i	-4.8%
COc1ccc(NS(=O)(=O)c2cccs2)cc1S(=O)(=O)N1CCOCC1	8.5%	3.1	49	3.8%	0.0%	-0.9%	0.3%	10.3%	.	7.5%
CCOC(=O)Cc1csc(NC(=O)C(C)Oc2ccc3c(C)cc(=O)oc3c2)n1 (stereo not drawn)	5.0%	3.4	59	-3.9%	0.8%	-1.1%	-0.1%	-6.9%	i	9.4%
COc1cccc(NC(=O)CCc2ccccc2)c1	.	-6.7	50	5.5%	-2.4%	.	.	2.0%	.	.
CCOC(=O)Cc1[nH]nc2c1C(c1ccsc1)C(C#N)=C(N)O2 (stereo not drawn)	13.6%	3.7	53	3.9%	3.1%	12.2%	-0.1%	30.7%	i	18.8%
O=C(COc1ccccc1)Nc1cccc(-c2ccc(N3CCOCC3)nn2)c1	.	0.1	67	2.9%	-2.9%	.	.	5.8%	.	.

Profiles from above.
CCOc1ccccc1-n1nnnc1SCC(=O)O in the list: AID2073 = 4.2%; NTR1 ag = -0.4; NTR1 ag cell count 20 µM = 76; MgcRacGAP inhibition = 3.0%; Dengue-2 NS5 capping = 5.3%; GPR35 arrestin U2OS = -6.6%; GPR55 beta-arrestin = -0.1%; SV40 large T antigen = 22.8%; Yfh1-depleted yeast = i; GPR55 LPI antagonism = 9.0%
O=C(Nc1ccc(F)c(Cl)c1)C1CC(=O)N(Cc2ccccc2)C1 (stereo not drawn) in the list: AID2073 = 4.9%; NTR1 ag = -0.2; NTR1 ag cell count 20 µM = 59; MgcRacGAP inhibition = 6.5%; Dengue-2 NS5 capping = -3.9%; GPR35 arrestin U2OS = -6.8%; GPR55 beta-arrestin = -0.1%; SV40 large T antigen = 14.3%; Yfh1-depleted yeast = .; GPR55 LPI antagonism = 7.8%

Following part.
SMILES	AID2073	NTR1 ag	NTR1 ag cell count 20 µM	MgcRacGAP inhibition	Dengue-2 NS5 capping	GPR35 arrestin U2OS	GPR55 beta-arrestin	SV40 large T antigen	Yfh1-depleted yeast	GPR55 LPI antagonism
Cc1cc(Cl)ccc1OCC(=O)Nc1ccccc1NS(=O)(=O)c1cccs1	1.1%	9.1	62	9.2%	2.1%	1.8%	-0.1%	17.6%	i	-14.0%
CCN1C(=O)[C@H]2[C@@H](c3ccc(C)cc3)N3C(=O)N(c4cccc(F)c4)C(=O)[C@@]3(C)[C@H]2C1=O	12.2%	-0.2	73	9.0%	-7.4%	8.1%	0.0%	2.5%	.	-2.9%
CC1CCN(C(=O)CSc2nc(=O)n3ccccc3n2)CC1	.	0.3	74	4.2%	-8.8%	.	.	11.2%	.	.
CC1=C([N+](=O)[O-])C(c2ccccc2C(F)(F)F)NC(=O)N1C (stereo not drawn)	6.4%	0.1	53	2.0%	-4.7%	0.6%	-0.1%	6.8%	i	5.5%
O=C(NC(=O)c1ccccc1F)OCc1ccc(Cl)cc1Cl	9.5%	1.5	47	9.8%	-6.2%	18.0%	-0.1%	2.0%	i	-0.9%
CC(=O)NCCc1ccc(S(=O)(=O)N2CCN(c3nc(-c4ccccc4)c(C)s3)CC2)cc1	12.4%	-0.1	81	5.7%	-6.5%	1.8%	0.4%	5.7%	.	2.8%
Cc1ccc(NC(=O)CSc2nc(N)c(-c3ccccc3)c(=O)[nH]2)cc1Cl	27.2%	1.4	56	-0.1%	-1.5%	-4.1%	0.5%	12.1%	i	6.9%
COc1ccc(-n2nc3c(c2NC(=O)c2ccc(Br)o2)CS(=O)(=O)C3)cc1	6.3%	-0.8	68	-6.7%	-8.9%	-6.2%	-0.1%	26.6%	.	-1.5%
Cc1cccc(Cl)c1OCCCn1ccnc1	7.0%	1.1	68	24.9%	3.1%	-7.7%	0.6%	7.1%	.	12.8%
COc1cc(C2c3sc(=O)[nH]c3SC3C4CCC(C4)C23)ccc1O (stereo not drawn)	-21.4%	4.8	67	6.9%	-0.8%	-1.7%	0.2%	16.1%	i	0.672µM*
O=C(NCCCCc1ccccc1)c1ccc(Br)cc1	9.1%	-0.5	69	12.6%	.	9.6%	0.2%	0.7%	.	8.1%
CC(C)c1nc(SCC(=O)Nc2cccc(S(N)(=O)=O)c2)n[nH]1	19.6%	-0.8	32	9.0%	-6.2%	-4.2%	0.1%	8.1%	i	-3.8%
O=C(NC1CCCCC1)NC1CC2CCC(C1)N2C(=O)NC1CCCCC1 (stereo not drawn)	1.4%	.	.	.	.	5.3%	-0.3%	-1.0%	i	5.0%
COc1ccccc1N1C(=O)C2C3C=CC(C3)C2C1=O (stereo not drawn)	6.2%	-0.7	42	10.1%	-0.7%	-6.5%	0.2%	4.2%	i	4.6%
CCOC(=O)C(CCCCCCC(NC(C)=O)(C(=O)OCC)C(=O)OCC)(NC(C)=O)C(=O)OCC	-15.7%	0.3	49	2.3%	-2.3%	6.4%	-0.1%	9.4%	i	18.7%
CN1CCN(C(=O)c2cc(Cl)cc(Cl)c2NC(=O)c2ccco2)CC1	1.5%	-0.9	88	5.5%	0.9%	-8.1%	-0.1%	-5.6%	i	8.6%
CCOc1cccc(C(=O)NC(=S)Nc2ccc3c(c2)OCCO3)c1	1.5%	2.5	58	12.6%	0.8%	0.3%	-0.2%	-1.2%	i	8.4%
O=C(Nc1ccc(F)cc1)N1CCN(c2ccc3nnc(-c4ccc(F)cc4)n3n2)CC1	0.8%	9.9	77	2.2%	-3.4%	5.0%	-0.1%	21.6%	i	10.4%
CCOC(=O)c1ccc(NS(=O)(=O)c2cccc3nsnc23)cc1	6.2%	-0.4	59	-9.4%	.	-2.1%	-0.1%	0.2%	i	-6.7%
CC(C)(C)c1ccc(-n2ncc3c2CCCC3NC(=O)CCN2CCCO2)cc1 (stereo not drawn)	8.2%	2.1	62	-38.9%	-9.2%	8.8%	-0.3%	12.4%	.	-2.4%
Nc1c(C(=O)O)sc2nc(-c3ccccc3)c3c(c12)CCCC3	4.7%	1.1	85	15.8%	-0.9%	10.7%	-0.2%	17.1%	i	2.5%
CCc1ccc(OCC(=O)N2CCN(c3ccccc3F)CC2)cc1	43.7%	3.3	46	5.5%	3.2%	-7.3%	-0.6%	4.5%	i	8.4%
O=C(NC1CCCC1)C1c2ccccc2C(=O)N1CCCN1CCOCC1 (stereo not drawn)	2.0%	1.2	86	10.7%	2.1%	0.8%	0.9%	22.3%	.	-2.7%
O=[N+]([O-])c1cc(/C=N/n2c(-c3ccncc3)n[nH]c2=S)ccc1Cl	44.2%	-0.5	86	19.8%	-4.5%	-1.5%	-0.1%	16.6%	i	-8.6%
CC(C)C(=O)N1N=C(c2ccc(NS(C)(=O)=O)cc2)CC1c1cccs1 (stereo not drawn)	-0.8%	-1.1	78	1.6%	-7.1%	-7.6%	0.4%	22.4%	i	0.4%
Cc1onc(-c2ccccc2)c1CNS(=O)(=O)c1cccc(Br)c1	1.9%	4.9	44	9.7%	-0.8%	-4.6%	1.6%	1.8%	i	7.0%
CC(C)n1nnnc1C(c1ccc(F)cc1)N1CCN(C2CCCC2)CC1 (stereo not drawn)	-3.1%	.	.	-0.7%	-2.0%	7.1%	0.2%	-2.2%	i	12.2%
O=S(=O)(NC1c2cccc3cccc(c23)C1N1CCNCC1)c1ccc(Cl)cc1 (stereo not drawn)	6.2%	6.4	64	7.9%	-5.2%	11.1%	0.2%	14.6%	i	2.6%
